Assay outcomes (PubChem)
HTR2A ag – agonists of mouse serotonin 5-HT2A receptor (HTR2A); 0.66% of 360,000 active; activation, % at 7.6 µM; P35363; CHO-K1 mHTR2A beta-arrestin complementation, luminescence; percent of 30 µM serotonin response;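 active = activation above a run cutoff, the mean activation of all tested compounds plus 3 SD, cut at about 14% in these data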;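 note: 0% = plate median of compound wells and 100% = 30 µM serotonin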
Target sequence (P35363 whole entry, looked up): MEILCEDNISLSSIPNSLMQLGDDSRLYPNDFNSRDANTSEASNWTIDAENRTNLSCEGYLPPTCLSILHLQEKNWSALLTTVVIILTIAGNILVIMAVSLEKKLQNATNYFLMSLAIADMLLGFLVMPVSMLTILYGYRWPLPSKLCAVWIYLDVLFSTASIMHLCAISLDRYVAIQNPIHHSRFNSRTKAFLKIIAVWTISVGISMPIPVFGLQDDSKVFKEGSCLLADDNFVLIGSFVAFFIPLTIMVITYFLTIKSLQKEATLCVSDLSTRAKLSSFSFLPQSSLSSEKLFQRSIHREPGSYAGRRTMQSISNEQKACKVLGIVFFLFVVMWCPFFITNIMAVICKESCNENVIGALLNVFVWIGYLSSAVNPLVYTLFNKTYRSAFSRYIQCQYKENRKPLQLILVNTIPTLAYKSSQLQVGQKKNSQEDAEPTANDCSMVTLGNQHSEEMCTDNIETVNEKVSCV
NCOA2 inhibitor – human SRC2 (NCOA2) inhibition. Q15596. HEK293 GAL4-SRC2 luciferase reporter, luminescence. inhibition, % at 9 µM. 0.17% of 370,000 active;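 active = inhibition above the mean inhibition of all tested compounds plus 3 SD, set per campaign, cut at about 52% in these data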;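 note: 0% = DMSO treated cells and 100% = cells given Gossypol at 36 µM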
Cardio protect – modulators protecting cardiomyocytes from myocardial damage. protection from H2O2 cell death, % at 20 µM. 0.63% of 360,000 active. H9c2 cardiomyocytes, H2O2 injury protection, ATPLite, 2 h. AID 588492;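 active = compounds giving at least 50% protection of heart cells from peroxide-induced death in the single-dose screen, raw or plate-pattern-corrected value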;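 note: 0% = DMSO wells with peroxide and 100% = DMSO wells without peroxide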
NOD2-RIPK2 inh – NOD2-RIPK2 protein interaction inhibition. AID 624267. CHO BLA complementation NOD2-RIPK2, CCF4 ratio. O43353. 0.38% of 360,000 active. inhibition, % at 4.98 µM; in the data active = inhibition above about 21%;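 note: 0% = vehicle only and 100% = reference blocker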
Glyco luc inh – N-linked glycosylation inhibition; AID 588692; D54 ERlucT glycosylation luciferase reporter, 24 h; percent of 100 nM tunicamycin response; reporter increase, % at 12.5 µM; 0.23% of 360,000 active;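 active = mean luciferase reporter signal, scaled so untreated is 0 and the glycosylation-blocking control 100, at or above a set limit in every replicate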;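 note: luciferase carries N-glycosylation sites so blocking glycosylation raises the light; 0% = median of neutral control wells and 100% = median of 100 nM tunicamycin wells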
ABCB6 inh 2 – inhibitors of human ABC transporter ABCB6. Q9NP58. K562-ABCB6 porphyrin accumulation, flow cytometry, 1 h; active compounds read low. fluorescence ratio to DMSO, % at 10 µM. 0.19% of 360,000 active. AID 602162;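 active = fluorescence ratio to DMSO below 75%, the collection mean minus 3 SD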;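 note: signal is porphyrin accumulated inside mitochondria; 100% equals median channel fluorescence of DMSO control wells; lower ratio means ABCB6 inhibition with less porphyrin fluorescence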
TLR9-MyD88 block – TLR9-MyD88 interaction inhibition. CHO BLA complementation TLR9-MyD88, CCF4 FRET ratio. Q9NR96+Q99836. 0.21% of 340,000 active. inhibition, % at 4.98 µM;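 active = inhibition above the mean over all tested compounds plus 3 SD, cut at about 21% in these data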;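 note: 0% = DMSO only wells and 100% = clavulanate BLA inhibitor control wells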
MC4R antag cAMP – antagonists of human melanocortin 4 receptor (MC4R) | inhibition, % at 6.5 µM | P32245 | MC4R-expressing cells, MTII-stimulated cAMP, LANCE TR-FRET | 0.48% of 360,000 active;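 active = inhibition above its plate's cutoff, the mean of tested wells on that plate plus 3 SD, cut at about 29% in these data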;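 note: 0% = Melanotan II alone and 100% = Melanotan II plus saturating MCL0020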
Target sequence (P32245 whole entry, looked up): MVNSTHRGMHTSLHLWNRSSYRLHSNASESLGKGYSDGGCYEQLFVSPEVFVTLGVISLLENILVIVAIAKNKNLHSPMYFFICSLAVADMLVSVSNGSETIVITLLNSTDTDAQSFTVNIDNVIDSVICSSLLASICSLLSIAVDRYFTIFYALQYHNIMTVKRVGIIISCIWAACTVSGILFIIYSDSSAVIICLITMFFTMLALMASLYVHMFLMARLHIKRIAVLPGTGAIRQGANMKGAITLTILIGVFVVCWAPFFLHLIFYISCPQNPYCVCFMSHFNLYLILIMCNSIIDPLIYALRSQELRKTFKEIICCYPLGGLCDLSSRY
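Assay system: human MC4R-expressing U2OS cells; reagent: Melanotan II stimulation of cells; dosing: 6.5 µM single dose; timing: compound 30 min, challenge 1 h, detection 1 h; signal: TR-FRET cAMP assay; replicates: one well per compound, no replicates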
MC4R barr agon – activates human MC4R beta-arrestin recruitment. U2OS MC4R beta-arrestin complementation, luminescence; percent of melanotan II response, DMSO zero. 0.98% of 360,000 active. activation, % at 8.9 µM. P32245;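 active = activation above a per-plate cutoff, the mean activation of sample wells on that plate plus 3 SD, cut at about 8% in these data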
ABHD5-PLIN5 inh – blocks binding of human ABHD5 to perilipin-5; Q00G26+Q8WTS1; Split G. princeps luciferase complementation, luminescence, 4 h; inhibition, % at 4 µM; 0.78% of 360,000 active;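 active = inhibition above the mean inhibition across every tested compound plus 3 SD, cut at about 22% in these data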;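 note: 0% = DMSO only wells and the 100% control is not disclosed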
* hit, by the source's call; . = not tested or not shown. A portion of the library (hit frequency here may not be typical).

SMILES | HTR2A ag | NCOA2 inhibitor | Cardio protect | NOD2-RIPK2 inh | Glyco luc inh | ABCB6 inh 2 | TLR9-MyD88 block | MC4R antag cAMP | MC4R barr agon | ABHD5-PLIN5 inh
CCOC(=O)N1CCN(C(=O)c2ccccc2NC(=O)c2ccc(F)cc2)CC1 | 0 | 7 | 6 | -3 | 0 | 93 | -4 | 3 | 8.4* | 7
CC(C)NC(=O)C1(C)CN(S(C)(=O)=O)CC(=O)N1C1CCCCCC1 (stereo not given) | -2 | 4 | . | -11 | . | . | . | . | . | 4
CC(C)Cn1c(N)c(C(=O)COC(=O)[C@@H]2CCCN2C(=O)c2cccs2)c(=O)n(C)c1=O | -1 | 3 | 20 | -8 | 3 | 93 | -8 | 9 | -1.6 | 5
Cc1ccc2oc(-c3cccc(NC(=O)c4ccccn4)c3)nc2c1 | -2 | -100 | 18 | 3 | -2 | 99 | -5 | 6 | -2.4 | 5
CCOc1ccc(NC(=O)CN(C)C(=O)c2ccc3[nH]c4c(c3c2)CC(C)CC4)cc1OCC (stereo not given) | -10 | 7 | -10 | -10 | 1 | 100 | -11 | -2 | -2.2 | -3
N#Cc1c(N)n(CCOC(=O)c2cccc(Br)c2)c2nc3ccccc3nc12 | -2 | 9 | -1 | -6 | 3 | 103 | -26 | 7 | 2.0 | -25
COc1ccc(NC(=O)CSc2nc3ccccc3nc2N2CCOCC2)cc1 | 0 | -20 | -1 | 13 | -2 | 96 | 11 | 4 | -1.9 | 0
O=S(=O)(Nc1cc(Cl)ccc1-n1cncn1)c1ccccc1Cl | 7 | 16 | 0 | 0 | 1 | 98 | -5 | -2 | -1.3 | 7
COCCNC(=O)c1onc(CSc2ccc(C)c(C)c2)c1C(=O)O | -5 | -18 | 7 | -2 | 2 | 100 | -5 | 14 | -0.5 | -8
O=C(CSc1nc2ccccc2s1)NNC(=S)Nc1ccc(Cl)cc1 | -3 | 13 | -3 | -4 | 3 | 99 | -7 | 3 | -2.5 | -22
CC(Oc1ncnc2ccccc12)C(=O)Nc1cccc(S(=O)(=O)N2CCOCC2)c1 (stereo not given) | -3 | -38 | 6 | -3 | 2 | 100 | 6 | 3 | -1.0 | -5
CC(C)NC(=O)CSc1nc2ccccc2n1CC(=O)N(C(C)C)C(C)C | 4 | -13 | 0 | -12 | -1 | 91 | 1 | -7 | -2.7 | -1
OCCCc1ccc(O)c(O)c1 | -3 | -3 | -2 | -10 | -1 | 99 | 9 | 8 | 0.4 | 5
CN(C)CC(O)COc1cccc(OCC(O)CN(C)C)c1 (stereo not given) | 3 | -11 | 0 | 2 | -2 | 88 | -3 | 1 | -2.6 | -5
CCCN(CCO)Cc1ccc(Br)cc1 | 2 | -24 | 1 | -8 | 1 | 97 | -2 | 9 | 1.4 | 3
CCCN(CC1CC1)C(=O)CCc1nnc(CCc2c[nH]c3ccccc23)o1 | 2 | -27 | -3 | -2 | 1 | 92 | 2 | -3 | 0.9 | -2
CC(C)CCNC(=S)Nc1ccccc1F | -3 | 7 | -11 | -2 | -1 | 110 | -5 | 1 | 1.6 | -4
O=C(Nc1nnc(S(=O)(=O)Nc2ccccc2)s1)c1ccccc1Cl | -8 | -6 | 5 | -2 | 0 | 100 | -3 | -2 | -1.4 | 1
CN(CC(=O)Nc1cccc(F)c1)C(=O)c1ccc(COc2ccccc2)o1 | 5 | 8 | -5 | -8 | 2 | 92 | 12 | -1 | -0.4 | -1
O=C(Cc1ccc(S(=O)(=O)N2CCOCC2)s1)Nc1nc2c(s1)CCCC2 | -2 | -4 | -1 | 1 | 1 | 103 | -5 | -2 | 0.8 | -14
COCP(=O)(c1ccccc1)c1ccccc1 | 0 | 3 | 1 | -5 | 1 | 96 | 5 | 7 | -1.5 | -8
CCN1CCN(c2ccc(S(=O)(=O)N3CCCCC3)cc2NC(=O)c2ccc([N+](=O)[O-])s2)CC1 | -12 | 2 | -7 | 15 | -17 | 97 | 1 | -7 | -2.9 | -10
S=C(Cc1ccccc1)NCCc1ccccc1 | -2 | -1 | 6 | 1 | -2 | 98 | 2 | 0 | -1.4 | 5
Cc1ccc(-c2ccc(SCC(=O)c3ccccc3)nn2)cc1 | -3 | -27 | -12 | -13 | 0 | 97 | 9 | 4 | -4.2 | -1
C/C(=N\OC(=O)c1ccccc1)c1cc(-c2ccc(Cl)cc2)no1 | 3 | -59 | -6 | -6 | 1 | 103 | 0 | 8 | 0.8 | -2
Following part
SMILES | HTR2A ag | NCOA2 inhibitor | Cardio protect | NOD2-RIPK2 inh | Glyco luc inh | ABCB6 inh 2 | TLR9-MyD88 block | MC4R antag cAMP | MC4R barr agon | ABHD5-PLIN5 inh
CCOc1ccc(NS(=O)(=O)c2ccc(NC(C)=O)c(OC)c2)cc1 | -2 | -11 | 8 | 7 | -2 | 95 | -14 | 7 | -0.6 | -3
O=[N+]([O-])c1cc2c(c3cccnc13)COCO2 | -2 | -12 | 16 | 6 | 0 | 100 | -11 | -8 | -2.4 | -4
Cc1nc(-c2ccc(F)cc2)c(CC(=O)Nc2cccc(S(=O)(=O)N3CCOCC3)c2)s1 | -3 | -15 | -2 | 4 | -2 | 99 | -2 | 10 | -3.1 | -4
COc1ccc(-c2cc(C(=O)Nc3cnn(Cc4ccccc4C)c3)no2)cc1OC | -2 | . | 2 | -9 | 0 | 96 | -6 | -1 | 12* | -6
C#CCN1C=CC(=O)[C@@H](OC(=O)Nc2ccccc2Br)[C@H]1c1ccccc1Br | -4 | -16 | 1 | 12 | -2 | 97 | -5 | -1 | 1.0 | 0
Cc1ccc(NC(=O)CSc2nnc(-c3ccc(S(=O)(=O)N4CCCC4)cc3)o2)cc1C | 7 | 17 | -12 | -6 | -3 | 103 | -2 | 16 | 4.4 | 7
CCCCNC(=S)N(CCN(CC)CC)Cc1cc2cc3c(cc2[nH]c1=O)OCCO3 | 10 | -44 | 5 | 2 | -2 | 97 | -4 | -3 | 2.5 | -6
COc1ccccc1N(CC(=O)NC1CCCC1)C(=O)CCC(=O)Nc1cc(C)on1 | 0 | 8 | 6 | -10 | 0 | 101 | 7 | 14 | -0.6 | -1
COc1ccc(CNc2nc(-c3cccnc3)nn2C(C)=O)cc1 | -1 | -19 | 3 | 0 | 0 | 99 | -6 | 11 | 0.3 | -2
CC(C)Oc1ccc(C2c3c(oc4ccccc4c3=O)C(=O)N2CCCN2CCOCC2)cc1 (stereo not given) | -5 | -19 | 6 | -4 | 0 | 95 | 4 | 23 | 0.5 | 10
O=C(NC1CCCCC1)C1CC(=O)N(Cc2ccccc2)C1 (stereo not given) | 0 | 4 | -1 | 16 | 1 | 91 | -3 | 2 | -1.0 | -10
C(=N\Nc1nc(N2CCCC2)nc(N2CCCC2)n1)/c1cccnc1 | 15* | 18 | 13 | -5 | 5 | 97 | 0 | 3 | -3.2 | 4
O=C(O[C@@H]1[C@H](Cc2ccccc2)NS(=O)(=O)[C@H]2C[C@@H]3C=C[C@]12O3)c1ccccc1Br | -7 | 14 | -3 | 5 | -3 | 101 | 2 | 12 | 1.7 | 4
N#C/C(C(=O)N1CCCCC1)=C1\Nc2ccccc2S1 | -5 | -39 | -7 | -6 | 1 | 89 | -3 | 9 | -1.5 | 10
O=S(=O)(c1ccccc1)c1cnc(-c2cccnc2)nc1-c1ccc(Cl)c(Cl)c1 | 2 | -11 | -8 | 2 | -6 | 86 | 3 | 3 | -0.3 | 1
CCOc1ccc(Nc2nc3c(c(=O)[nH]2)CCC3)cc1 | 5 | -34 | 14 | -9 | 0 | 95 | -4 | 2 | 1.6 | 2
O=S(=O)(Nc1cccnc1)c1cc(Cl)ccc1Cl | 5 | 2 | -9 | 0 | 1 | 96 | -4 | 1 | -2.7 | 2
CC[C@@]1(C(=O)OC)N[C@H](CN(C)S(=O)(=O)c2ccccc2)[C@@H]2C(=O)N(C)C(=O)[C@@H]21 | 1 | 4 | 6 | -14 | 1 | 119 | 5 | 13 | -2.1 | 3
Cc1c(C(=O)N2CCOCC2)c(S(=O)(=O)Nc2ccccc2F)c(C)n1C | -2 | 8 | -1 | -3 | 0 | 98 | 3 | 4 | -0.8 | 0
NC(=O)C1CCN(c2oc(-c3ccccc3F)nc2S(=O)(=O)c2ccc(Cl)cc2)CC1 | 1 | 10 | -7 | -7 | 1 | 89 | -9 | 11 | 1.4 | -4
COc1ccc(-c2csc(NC(=O)c3ccoc3C)n2)cc1 | -2 | -44 | -1 | 4 | -2 | 95 | 4 | 8 | -2.1 | 4
COCCNC(=O)c1cn(C)c2ccc(S(=O)(=O)N(C)C3CCCCC3)cc2c1=O | -4 | -4 | 32 | 9 | 1 | 99 | -8 | 2 | 0.6 | 1
Cc1cc2cc(CN(CCN3CCOCC3)C(=O)Nc3ccccc3F)c(=O)[nH]c2cc1C | 1 | 5 | 15 | -4 | -1 | 101 | -2 | 5 | -0.1 | 2
OCCC1CN(Cc2ccc3c(c2)CCO3)CCN1C1CCCC1 (stereo not given) | 3 | -23 | -6 | 5 | 4 | 100 | -11 | 5 | -1.6 | 0

An excerpt from above in order of SMILES length, high to low.
SMILES | HTR2A ag | NCOA2 inhibitor | Cardio protect | NOD2-RIPK2 inh | Glyco luc inh | ABCB6 inh 2 | TLR9-MyD88 block | MC4R antag cAMP | MC4R barr agon | ABHD5-PLIN5 inh
CC[C@@]1(C(=O)OC)N[C@H](CN(C)S(=O)(=O)c2ccccc2)[C@@H]2C(=O)N(C)C(=O)[C@@H]21 | 1 | 4 | 6 | -14 | 1 | 119 | 5 | 13 | -2.1 | 3
O=C(O[C@@H]1[C@H](Cc2ccccc2)NS(=O)(=O)[C@H]2C[C@@H]3C=C[C@]12O3)c1ccccc1Br | -7 | 14 | -3 | 5 | -3 | 101 | 2 | 12 | 1.7 | 4
NC(=O)C1CCN(c2oc(-c3ccccc3F)nc2S(=O)(=O)c2ccc(Cl)cc2)CC1 | 1 | 10 | -7 | -7 | 1 | 89 | -9 | 11 | 1.4 | -4
C#CCN1C=CC(=O)[C@@H](OC(=O)Nc2ccccc2Br)[C@H]1c1ccccc1Br | -4 | -16 | 1 | 12 | -2 | 97 | -5 | -1 | 1.0 | 0
Cc1cc2cc(CN(CCN3CCOCC3)C(=O)Nc3ccccc3F)c(=O)[nH]c2cc1C | 1 | 5 | 15 | -4 | -1 | 101 | -2 | 5 | -0.1 | 2
CCCCNC(=S)N(CCN(CC)CC)Cc1cc2cc3c(cc2[nH]c1=O)OCCO3 | 10 | -44 | 5 | 2 | -2 | 97 | -4 | -3 | 2.5 | -6
COc1ccc(-c2cc(C(=O)Nc3cnn(Cc4ccccc4C)c3)no2)cc1OC | -2 | . | 2 | -9 | 0 | 96 | -6 | -1 | 12* | -6
C(=N\Nc1nc(N2CCCC2)nc(N2CCCC2)n1)/c1cccnc1 | 15* | 18 | 13 | -5 | 5 | 97 | 0 | 3 | -3.2 | 4
COc1ccc(-c2csc(NC(=O)c3ccoc3C)n2)cc1 | -2 | -44 | -1 | 4 | -2 | 95 | 4 | 8 | -2.1 | 4
O=[N+]([O-])c1cc2c(c3cccnc13)COCO2 | -2 | -12 | 16 | 6 | 0 | 100 | -11 | -8 | -2.4 | -4
